USP1-UAF1 inh: inhibitors of human USP1/UAF1 deubiquitinase; Potency, µM (titrated, usually from 57.1 µM), for the others: top-dose activity change, negative = inhibition, usual class: inhibitors; recombinant USP1/UAF1, Ub-Rhodamine cleavage fluorescence; O94782; AID 743255; hit rate 0.23% among 390,000; note: potency is the fitted concentration of half-maximal effect; % is set by controls: 0 for no effect and ±100 for the full control effect; nearly all actives have a fitted effect of over 60% in size; inactives centre near -12
Target sequence (O94782 whole entry, looked up): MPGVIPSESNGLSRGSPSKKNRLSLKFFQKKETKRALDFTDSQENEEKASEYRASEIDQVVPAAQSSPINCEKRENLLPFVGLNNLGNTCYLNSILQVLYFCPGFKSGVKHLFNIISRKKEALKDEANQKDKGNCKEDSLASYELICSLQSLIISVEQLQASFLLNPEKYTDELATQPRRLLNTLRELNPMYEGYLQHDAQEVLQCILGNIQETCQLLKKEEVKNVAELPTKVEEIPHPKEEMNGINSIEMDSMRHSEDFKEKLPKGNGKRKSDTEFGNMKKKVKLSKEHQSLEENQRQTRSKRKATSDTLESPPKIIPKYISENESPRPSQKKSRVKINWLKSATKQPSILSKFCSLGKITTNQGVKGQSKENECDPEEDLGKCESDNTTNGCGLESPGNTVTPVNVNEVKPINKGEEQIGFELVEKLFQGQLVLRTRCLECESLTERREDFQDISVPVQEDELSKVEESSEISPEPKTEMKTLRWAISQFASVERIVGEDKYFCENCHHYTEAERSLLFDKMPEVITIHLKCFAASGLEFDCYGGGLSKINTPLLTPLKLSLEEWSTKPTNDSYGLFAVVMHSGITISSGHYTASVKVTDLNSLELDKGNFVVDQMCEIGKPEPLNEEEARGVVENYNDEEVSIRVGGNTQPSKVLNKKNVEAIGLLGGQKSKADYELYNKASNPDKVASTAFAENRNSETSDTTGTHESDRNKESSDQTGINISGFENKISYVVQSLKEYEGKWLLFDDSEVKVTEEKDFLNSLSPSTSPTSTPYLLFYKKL
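USP1/UAF1 complex at 1 nM was preincubated with compound for 15 min at room temperature, then Ub-Rho substrate (150nM final) was added. Fluorescence (480/540 nm) was read kinetically, 6 reads every 60 seconds.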
D2 agonist: activates the human D2 dopamine receptor | AID 485358 | hit rate 0.53% among 340,000 | activation, % at 2 µM | HEK293 T-REx D2 cells, calcium flux agonist mode;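 active = activation over 3 SD above normal in the single-dose calcium agonist read, cut at about 30% in these data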; note: 0% is about no effect
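Tetracycline-induced HEK293 T-REx cells with force-coupled D2 receptor, plated overnight at 30 C, loaded with no-wash calcium dye. After a 10 s baseline, compound was pin-added and calcium flux read kinetically for 180 s; calcium rises flagged agonists.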
TRHR ag: agonists of human TRH receptor | activation, % at 2 µM | hit rate 0.18% among 360,000 | TRHR cells, calcium flux fluo-8, FDSS agonist mode; in the data active = activation above about 30%; note: 0% is about no effect
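TRHR-expressing cells, plated overnight in medium with 10% serum, were loaded with fluo-8 calcium dye at room temperature. After a 10 s baseline, library compound was pin-added and calcium release was recorded kinetically (ex 480/em 530) as agonist response.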
TrxR1 substrate: substrates of rat thioredoxin reductase 1; Potency, µM (top dose mostly 114 µM), inactives show top-dose activity change, negative = substrate turnover; hit rate 0.01% among 390,000; O89049; purified TrxR1 substrate turnover, NADPH consumption readout; AID 588456; note: potency is the fitted concentration of half-maximal effect; % is set by controls: 0 for no effect and ±100 for the full control effect; nearly all actives have a fitted effect of over 50% in size
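Rat TrxR1, dispensed at 90 nM, was prereduced with 400 uM NADPH (final) for 5 min at ~22 deg C, then incubated with compound 15 min before 400 uM selenite. A first-read NADPH fluorescence drop versus no-compound background flagged substrates.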
TRHR PAM: allosterically enhances the human TRH receptor; P34981; TRHR cells, fluo-8 calcium fluorescence, EC20 TRH enhancement; hit rate 0.66% among 360,000; AID 493056; enhancement, % at 2 µM; in the data active = enhancement above about 30%; note: 0% is about no effect
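Enhancer read-out: after compound pinning and an initial kinetic agonist-mode read, an EC20 of TRH (10 nM final) was injected and fluo-8 calcium signal (Ex 480/Em 530) followed at 1 s/cycle for 100 cycles in TRHR-expressing cells.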
mIDH1 inhibitor: inhibitors of human mutant IDH1 R132H; O75874; IDH1-R132H enzyme, NADPH consumption, diaphorase/resazurin fluorescence; Potency, µM (doses to about 76.6 µM), for the others: at the highest dose activity change, negative = inhibition, usual class: inhibitors; hit rate 0.093% among 390,000; note: potency is the fitted concentration of half-maximal effect; % is set by controls: 0 for no effect and ±100 for the full control effect; nearly all actives have a fitted effect of over 65% in size
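IDH1-R132H (0.5 ug/mL dispensed) in pH 7.5 Tris buffer was preincubated 30 min with compound, then given a substrate mix of 0.016 mM NADPH and 2 mM alpha-KG for 80 min at room temperature; remaining NADPH was read by diaphorase/resazurin fluorescence.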
PI4K2A inh: PI4K2A (human) kinase inhibition; purified PI4K2A, ADP-Glo luminescence, 1 h; stronger effect = lower value; activity change, negative = inhibition, % at 76.9 µM; hit rate 0.13% among 420,000; AID 1346378; in the data active = activity change below about -50%; inconclusive = mostly about -30% to -49%;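 note: -100% = wells without enzyme as full effect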
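Compounds are screened against recombinant PI4K2A using PI as substrate and ATP, the latter dispensed at 300 microM. Reactions run one hour at ambient temperature before ADP-Glo detection; full inhibition defined by wells lacking enzyme.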
D2 antagonist: antagonists of human D2 dopamine receptor. HEK293 TREx D2 cells, calcium flux, dopamine EC80. inhibition, % at 10 µM. hit rate 2% among 340,000; in the data active = inhibition above about 30%; note: 0% is about no effect
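In this primary screen, negative modulation is detected by tracking calcium flux after an EC80 dopamine challenge in inducible HEK293 T-REx D2 cells preexposed to test compound for 180 s.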
TrxR1 inh: inhibitors of rat thioredoxin reductase 1; O89049; recombinant rTrxR1, NADPH fluorescence consumption, selenite substrate; Potency, µM (titrated, usually from 114 µM), inactives show top-dose activity change, negative = inhibition, actives largely listed as inhibitors; hit rate 1% among 390,000; AID 588453; note: potency is the fitted concentration of half-maximal effect; % is set by controls: 0 for no effect and ±100 for the full control effect; nearly all actives have a fitted effect of over 65% in size
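Rat TrxR1 (90 nM in the dispensed reagent) was pre-reduced with 400 uM NADPH for 5 min at room temperature, then incubated with compound for 15 min. After 400 uM selenite was added, NADPH fluorescence (Ex 340/Em 450 nm) was followed for 8 min.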
The depositor's hits bear a star; ? = inconclusive; . = no result given; & = joins results of further samples; [ ] = dose if it differs, or a comment. Unless noted, calls come from the whole dose curve; as a rule, active = well fitted inhibition curve with a large enough effect; inconclusive = small, poorly fitted or top-dose-only effect; inactive = no such curve, though single readings can be large or run the other way.

nr	Compound	USP1-UAF1 inh	D2 agonist	TRHR ag	TrxR1 substrate	TRHR PAM
1	Fc1ccccc1-c1n[nH]c(=S)n1/N=C/c1c[nH]c2ccccc12	-8%	-0.2	0.0	-22%[57.1 µM]	0
2	COC(=O)CCC(=O)Nc1ccc(NC(C)=O)cc1	-23%	1.3	0.2	-7%[57.1 µM]	-4
3	Cc1ccc(NC(=O)c2ncc(Cl)c(Cl)c2Cl)cc1C	-20%	0.2	2.0	4%[57.1 µM]	-2
4	CCOC(=O)c1cc2c(=O)n3ccccc3nc2n(CC2CCCO2)c1=NC(=O)c1ccccc1Br (stereo unspecified)	-16%	0.7	-0.4	30%	-2
5	CN1CCC(=NNc2ncnc3sc4c(c23)CCCC4)CC1	-14%	0.4	-0.6	-2%[57.1 µM]	12
6	COc1ccc(Cl)cc1NC(=O)CN(C)C(=O)Cc1ccc2c(c1)CCC2	-8%	-0.8	-0.3	-6%	-2
7	COc1ccc(/C=N/NC(=O)CSc2nnc(C)n2-c2ccccc2)c(OC)c1OC	-11%	.	0.7	-7%[57.1 µM]	0
8	O=C(CC1C(=O)NCCN1Cc1ccccc1C(F)(F)F)NC1CCC1 (stereo unspecified)	-8%	-1.8	0.2	11%	2
9	O=C(COC(=O)c1cc(=O)c2ccccc2o1)Nc1ccccc1F	-2%	.	.	1%	.
10	CN1CCN(S(=O)(=O)c2cccc(C(=O)N3CCN(c4ccccc4F)CC3)c2)CC1	-23%	0.5	0.1	8%	2
11	CC(C)(C)c1ccc(/C=N/NC(=O)Cc2c[nH]c3ccccc23)cc1	-24%	.	0.2	-6%	3
12	Cc1ccc(-n2nnnc2C2CCN(S(=O)(=O)c3ccc(OC(F)(F)F)cc3)CC2)cc1	1%	0.5	3.2	1%	0
13	CN(C(=O)COc1ccc2ccc(=O)oc2c1)C1CCS(=O)(=O)C1 (stereo unspecified)	-17%	1.2	-0.2	52%[activator]	-4
14	COc1ccc(CC(=O)N(C)Cc2ccc(Cl)cc2)cc1S(=O)(=O)N1CCOCC1	3%	-0.5	-0.3	-3%	9
15	O=C1CC(c2ccccc2)CN1C(=O)c1cncc(Br)c1 (stereo unspecified)	-5%	0.6	0.2	-2%[57.1 µM]	-1

nr	mIDH1 inhibitor	PI4K2A inh	D2 antagonist	TrxR1 inh
1	1%	-1	-17	-47%
2	2%	-1	4	14%[57.1 µM]
3	-1%	-5	-10	26%[57.1 µM]
4	-25%	2	.	12%
5	-1%	4	-12	-6%[57.1 µM]
6	17%	-5	-31	24%
7	10%	-6	.	6%
8	5%	-7	-11	?
9	-1%	10	.	9%
10	-1%	-6	14	23%
11	-6%	2	.	9%
12	13%	0	.	13%
13	7%	-5	-5	-1%
14	1%	-8	-4	-5%
15	3%	3	-8	18%[57.1 µM]

3 compounds out of the list above, sorted by their value in PI4K2A inh, falling:
# | SMILES | USP1-UAF1 inh | TRHR ag | TrxR1 substrate | TRHR PAM | mIDH1 inhibitor | PI4K2A inh | D2 antagonist | TrxR1 inh
4 | CCOC(=O)c1cc2c(=O)n3ccccc3nc2n(CC2CCCO2)c1=NC(=O)c1ccccc1Br (stereo unspecified) | -16% | -0.4 | 30% | -2 | -25% | 2 | . | 12%
1 | Fc1ccccc1-c1n[nH]c(=S)n1/N=C/c1c[nH]c2ccccc12 | -8% | 0.0 | -22%[57.1 µM] | 0 | 1% | -1 | -17 | -47%
7 | COc1ccc(/C=N/NC(=O)CSc2nnc(C)n2-c2ccccc2)c(OC)c1OC | -11% | 0.7 | -7%[57.1 µM] | 0 | 10% | -6 | . | 6%

Following part.
nr	Compound	USP1-UAF1 inh	D2 agonist	TRHR ag	TrxR1 substrate	TRHR PAM
16	COc1ccc(CNc2ncnc3sccc23)cc1OC	-19%	0.8	0.9	2%	3
17	CCC1SC2=NC(C)=C(C(=O)OCCOC)C(/C=C/c3ccccc3OC)N2C1=O (stereo unspecified)	-15%	0.7	-0.3	8%[57.1 µM]	4
18	O=C(COC(=O)c1ccc(F)c(S(=O)(=O)N2CCOCC2)c1)NCc1ccc2c(c1)OCO2	-15%	.	.	2%	.
19	COc1cc(COC(=O)c2cnc(C)cn2)c(OC)cc1Br	-6%	-0.5	0.0	-3%	-3
20	Cc1ccccc1NC(=S)N(CCN(C)C)C(C)c1ccccn1 (stereo unspecified)	-9%	0.1	0.1	-11%	0
21	CCCC(C)c1nc(C(N)=O)c2[nH]c(=O)n(-c3ccc(OC)cc3OC)c2n1 (stereo unspecified)	-26%	14	0.6	-12%	-1
22	CCOC(=O)c1sc(C)c(C(N)=O)c1NC1=NCCCCC1	-5%	0.0	-0.7	8%	1
23	Cc1cccc([C@@H]2[C@@H]3C(=O)N(Cc4ccccc4)C(=O)[C@@H]3[C@]3(C)C(=O)N(c4ccc(C(F)(F)F)cc4)C(=O)N23)c1	-17%	0.1	3.1	-1%[57.1 µM]	-1
24	Cc1ccc2[nH]c3c(c2c1)CCCC3=O	-22%	0.7	-0.2	25%	8
25	Cc1ccc(C)c(N2CCN(CCCNC(=O)c3ccc4nc(N5CCC(C)CC5)sc4c3)CC2)c1	-17%	0.4	-0.1	0%	15
26	Nc1ncnc2c1ncn2CCN1CCCCC1	-12%	0.1	1.5	2%[57.1 µM]	0
27	CCOc1cccc(/C(O)=C2/C(=O)C(=O)N(CCOC)C2c2ccc(C)o2)c1 (stereo unspecified)	-17%	-0.6	-0.3	-15%	11
28	Cc1ccc(Oc2ccc(NC(=O)c3ccco3)cc2)cc1	-10%	0.2	-1.8	-1%	4
29	CCOc1ccc(NS(=O)(=O)c2ccc(C(=O)NCC(c3ccc(OC)cc3)N3CCOCC3)cc2)cc1 (stereo unspecified)	-6%	2.0	-0.2	-8%	3
30	CCOc1ccc(OCC)c(S(=O)(=O)NCCCN2CCOCC2)c1	-19%	-0.3	-0.6	-3%	7

nr	mIDH1 inhibitor	PI4K2A inh	D2 antagonist	TrxR1 inh
16	-4%	9	-1	5%
17	-4%	3	9	-23%[57.1 µM]
18	0%	-2	.	14%
19	0%	-1	-3	9%
20	-3%	5	4	?
21	4%	-3	-10	?
22	0%	0	-6	1%
23	-12%	-3	4	17%[57.1 µM]
24	2%	-2	10	0%
25	-5%	1	.	5%
26	8%	-1	4	5%[57.1 µM]
27	2%	4	2	?
28	7%	-2	23	7%
29	-9%	-4	-7	1%
30	6%	2	-9	-2%

Next part
nr	Compound	USP1-UAF1 inh	D2 agonist	TRHR ag	TrxR1 substrate	TRHR PAM
31	Cc1ccc(OCC(=O)N2CCN(S(=O)(=O)c3ccccc3)CC2)c([N+](=O)[O-])n1	2%	1.2	4.3	5%[57.1 µM]	3
32	O=C(Nc1ccc(S(=O)(=O)NC2CCCC2)cc1)c1cnccn1	-5%	0.8	-1.5	-5%	0
33	CCOC(=O)c1c(C)[nH]c(C(=O)Cn2c(=O)oc3ccccc32)c1C	-21%	0.0	0.5	4%[57.1 µM]	-1
34	CC1CCCCN1C(=O)COC(=O)c1ccc2c(c1)C(=O)N(Cc1ccco1)C2=O (stereo unspecified)	1%	0.3	-1.1	-15%	-15
35	COc1ccc(N(C(C)C(=O)N/N=C/c2cc(Br)c(C)o2)S(C)(=O)=O)cc1 (stereo unspecified)	-22%	0.6	-0.3	-6%	-4
36	C[N+](C)(C)CCCC(=O)c1ccc2c(c1)OCO2	-22%	-1.0	-0.9	-4%	16
37	O=C(COc1ccc(Cl)cc1)Nc1nnc(S(=O)(=O)N2CCCCCC2)s1	-18%&0%	-1.9&-0.4	0.2&0.1	-1%&-14%	21&8
38	COC(=O)c1ccccc1NC(=O)c1ccc2nc(Cc3ccccc3)oc2c1	-7%	0.2	0.5	3%[57.1 µM]	-2
39	O=C(/C=C/c1ccc(Cl)c([N+](=O)[O-])c1)Nc1ccc(N2CCCC2)cc1	-16%	0.4	0.2	1%	-4
40	CNC(=O)c1[nH]cnc1C(=O)Nc1ccc(OC)cc1	-12%	2.2	0.2	6%[57.1 µM]	-1

nr	mIDH1 inhibitor	PI4K2A inh	D2 antagonist	TrxR1 inh
31	-4%	-3	-7	3%[57.1 µM]
32	13%	-4	-13	17%
33	0%	0	6	4%[57.1 µM]
34	8%	-2	20	?
35	-1%	5	9	-28%
36	-2%	-6	-34	2%[57.1 µM]
37	-10%&-11%	-1&3	4	21%&-13%
38	0%	-3	.	32%[57.1 µM]
39	2%	0	20	31%
40	-4%	-7	-22	2%[57.1 µM]

Copied from the list:
D2 agonist result of O=C(Nc1ccc(S(=O)(=O)NC2CCCC2)cc1)c1cnccn1 is entered as 0.8
USP1-UAF1 inh result of CC1CCCCN1C(=O)COC(=O)c1ccc2c(c1)C(=O)N(Cc1ccco1)C2=O (stereo unspecified) is entered as 1%
TRHR ag result of COc1ccc(N(C(C)C(=O)N/N=C/c2cc(Br)c(C)o2)S(C)(=O)=O)cc1 (stereo unspecified) is entered as -0.3
USP1-UAF1 inh result of Cc1ccc(OCC(=O)N2CCN(S(=O)(=O)c3ccccc3)CC2)c([N+](=O)[O-])n1 is entered as 2%
PI4K2A inh result of COC(=O)c1ccccc1NC(=O)c1ccc2nc(Cc3ccccc3)oc2c1 is entered as -3

Screens (PubChem BioAssay)
